Compound activity: PubChem, National Center for Advancing Translational Sciences (NCATS)
S3 lipid droplet: qHTS Assay for Lipid Storage Modulators in Drosophila S3 Cells. Drosophila S3 cells, BODIPY lipid droplet fluorescence, 18-24 h; cells fed with added oleic acid. lipid storage change, negative = inhibition, % at the top dose, mostly 46.1 µM; hits show Potency in µM. 0.64% of 320,000 active. AID 2685; active means well fitted inhibition curve with a large enough effect in the signal ratio, with a control signal flat, not every such curve was filed as active; inconclusive means small, poorly fitted or top-dose-only effect, or effect the other way, or a change in a side signal; the % refers to the signal ratio
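Drosophila S3 cells got compounds at several concentrations plus oleic acid (400 uM solution). Laser-scanning cytometry with 488 nm excitation read lipid droplets at 500-530 nm and cells at 575-640 nm. Percent activity was relative to 20 uM Triacsin C.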
S3 lipid droplet cell count max: further read-out of S3 lipid droplet, marked with its call; cell number change, %; measured here: cell count max response;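 cells counted by Cell Tracker Red CMTPX staining in the red channel; peak over a dose series mostly up to 46.1 µM; percent activity relative to internal control wells on each plate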
Starred values were filed as active, the others as inactive; i = inactive; ? = inconclusive; · = not tested or not shown; [ ] = another dose, or the depositor's remark. On the % scale 0 is the no-effect control and ±100 the full control effect; potency means the concentration at half of the fitted maximal effect. The list is partial; the hit share may differ from the screen's.

S3 lipid droplet	S3 lipid droplet cell count max	SMILES
-9%	20	CN(CC(=O)NCCc1ccccc1)S(=O)(=O)c1ccc(Br)s1
?	·	CN(c1ccc(-c2csc(NC(=O)C3CC(=O)N(Cc4ccco4)C3)n2)cc1)S(C)(=O)=O (stereo not drawn)
?	·	Cc1cc(NC(=O)CSc2nnc(-c3ccccc3C)n2C)no1
16%	-4	O=C(NCc1cccnc1)Nc1cccc(NC(=O)NCc2cccnc2)c1
11%	-1	CCN(CC)CCSc1nnc2c3cc(F)ccc3n(Cc3ccccc3)c2n1
4%	4	O=C(C1CC1)N1N=C(c2ccncc2)CC1(O)C(F)(F)F (stereo not drawn)
18%	15	Cc1ccc(-n2c(C)cc(/C=C3\NC(=O)NC3=O)c2C)c(C)c1
?	·	CC(Oc1ccccc1F)C(=O)NNC(=O)CCS(=O)(=O)c1ccccc1Cl (stereo not drawn)
?	·	Cc1ccc(C)c(S(=O)(=O)N2CCCC2CNC(=O)C(=O)NCC2CCCO2)c1 (stereo not drawn)
5%	-2	COC(=O)CSc1nc2sc3c(c2c(=O)n1C1CCCCC1)CCN(C)C3
21%	-3	N#Cc1nc(-c2ccccc2F)oc1NCCc1ccccn1
?	·	Nc1cccc2c1C(=O)N(C(=O)c1cccc(S(=O)(=O)N3CCCCCC3)c1)C2=O
?	·	COc1cc(CN2CCNC(=O)C2CC(=O)NCCC2=CCCCC2)cc(OC)c1 (stereo not drawn)
2%	-12	O=C(Nc1ccc(N2CCOCC2)cc1)c1ccncc1
?	·	CCOC(=O)CC(C)(C)/C(C)=N/Nc1ccc([N+](=O)[O-])cc1[N+](=O)[O-]
?	·	Cc1cc(C)cc(NC(=O)C(OC(=O)Cn2cnc3c2c(=O)n(C)c(=O)n3C)c2ccccc2)c1 (stereo not drawn)
?	·	Cc1sc2ncnc(SCC(=O)NCC(C)C)c2c1C
5%	2	CCN(CC)CCNC(=S)Nc1ccc(Cl)cc1
-6%	20	COC(=O)c1ccc(NC(=O)COC(=O)CSc2nc(C)cc(C)n2)cc1
3%	6	Fc1ccc(CNC(=S)NC2CCCC2)cc1
?	·	O=C(COc1ccc2ccccc2c1)Nc1ccc(Cc2ccncc2)cc1
?	·	Cc1cccc2cc(CN(Cc3ccco3)C(=O)c3ccncc3)c(=O)[nH]c12
?	·	COc1ccccc1C1=Nc2cccc3cccc(c23)N1
i	·	Cc1ccc(C)c(SCC(=O)NCC(c2ccco2)N2CCCCC2)c1 (stereo not drawn)
?	·	Cc1coc2cc3oc(=O)c(CC(=O)N4C[C@H]5C[C@@H](C4)c4cccc(=O)n4C5)c(C)c3cc12
?	·	O=C(Cc1cccc2ccccc12)NN1C(=O)C2C(C1=O)C1C=CC2C12CC2 (stereo not drawn)
?	·	Cc1ccc(NC(=S)NC2CC3CCCC(C2)N3Cc2ccco2)cc1 (stereo not drawn)
?	·	Cc1cc(OCn2ccc(C(=O)O)n2)ccc1Cl
2%	2	CCc1cc(OCCN(C)C)ccc1Cl
-15%	-14	CCCOc1ccc(CC(=O)NCC2(c3ccccc3)CCOCC2)cc1OC

By substructure, the compounds so far with four or more nitrogen atoms
S3 lipid droplet	S3 lipid droplet cell count max	SMILES
?	·	CN(c1ccc(-c2csc(NC(=O)C3CC(=O)N(Cc4ccco4)C3)n2)cc1)S(C)(=O)=O (stereo not drawn)
?	·	Cc1cc(NC(=O)CSc2nnc(-c3ccccc3C)n2C)no1
16%	-4	O=C(NCc1cccnc1)Nc1cccc(NC(=O)NCc2cccnc2)c1
11%	-1	CCN(CC)CCSc1nnc2c3cc(F)ccc3n(Cc3ccccc3)c2n1
21%	-3	N#Cc1nc(-c2ccccc2F)oc1NCCc1ccccn1
?	·	CCOC(=O)CC(C)(C)/C(C)=N/Nc1ccc([N+](=O)[O-])cc1[N+](=O)[O-]
?	·	Cc1cc(C)cc(NC(=O)C(OC(=O)Cn2cnc3c2c(=O)n(C)c(=O)n3C)c2ccccc2)c1 (stereo not drawn)

In the list so far, six contain an aryl thioether with sulfur outside any ring:
S3 lipid droplet	S3 lipid droplet cell count max	SMILES
?	·	Cc1cc(NC(=O)CSc2nnc(-c3ccccc3C)n2C)no1
11%	-1	CCN(CC)CCSc1nnc2c3cc(F)ccc3n(Cc3ccccc3)c2n1
5%	-2	COC(=O)CSc1nc2sc3c(c2c(=O)n1C1CCCCC1)CCN(C)C3
?	·	Cc1sc2ncnc(SCC(=O)NCC(C)C)c2c1C
-6%	20	COC(=O)c1ccc(NC(=O)COC(=O)CSc2nc(C)cc(C)n2)cc1
i	·	Cc1ccc(C)c(SCC(=O)NCC(c2ccco2)N2CCCCC2)c1 (stereo not drawn)

(list continues)
S3 lipid droplet	S3 lipid droplet cell count max	SMILES
?	·	Cc1nnc(N2CCC(C(=O)N3CCCCC3)CC2)c2nn(-c3ccc(Cl)cc3)c(C)c12
9%	-9	CC(C)CC(C(=O)Nc1cccc(O)c1)N1C(=O)c2ccccc2C1=O (stereo not drawn)
14%	·	CC(C)(C)c1ccccc1OCCCCCNCCO
?	·	CCCn1c(SCC(=O)Nc2ccccc2C(=O)NC2CC2)n[nH]c1=O
?	·	COc1ccccc1OCCNC(=O)c1ccc(C)o1
1%	5	CN(c1ccccc1)S(=O)(=O)c1cccc(NC(=O)Cn2cnc3c2c(=O)n(C)c(=O)n3C)c1
6%	-7	Clc1cccc(C2CCN(Cc3nc(CC4CC4)no3)C2)c1 (stereo not drawn)
25%	45	COC(=O)C1CCN(C(=O)COC(=O)C2CCN(S(=O)(=O)c3ccc4c(c3)OCCO4)CC2)CC1
1%	-16	Cc1nn(Cc2noc(C(=O)NCc3ccc(F)cc3)n2)c(C)c1Br
-4%	8	CC(NC(=O)C(=O)N/N=C\c1ccc([N+](=O)[O-])cc1)c1ccccc1 (stereo not drawn)
17%	1	COc1cc(CN2CCCC(CO)(Cc3ccccc3F)C2)ccc1O (stereo not drawn)
4%	6	Nc1nnc(CCS(=O)(=O)c2ccc(Cl)cc2)s1
i	·	Cc1ccc(NC(=O)CSc2nccn2Cc2ccccc2)cc1C
i	·	Cc1ccc(-n2cccc2/C=N/n2cnnc2)cc1Cl
?	·	CC(C)Oc1ccc(NC(=O)c2ccncc2)cc1
i	-6	COc1ccccc1OCC(=O)Nc1cc(C)ccc1NC(=O)c1ccco1
5%	-9	COc1cc2c(cc1OC)CN(C(=S)Nc1ccc(OC(F)F)cc1)CC2
?	·	Cc1c(NC(=O)COC(=O)COc2ccc(Nc3ccccc3)cc2)c(=O)n(-c2ccccc2)n1C
?	·	Cc1nn(-c2ccccc2)c2nc(-c3ccco3)cc(C(=O)O)c12
i	-15	CCOc1ccc(CNC(=O)Cn2nc(C)c3c(C)n(-c4ccc(C)cc4)nc3c2=O)cc1
14%	-11	CCOC(=O)Cn1nc(-c2ccccc2)nc1-c1ccccc1
-2%	2	O=C(c1cccs1)N1CCOCC1
12µM*	-29*	C/C(=N\NC(=O)CCc1ccc(S(=O)(=O)N2CCOCC2)cc1)c1ccc(OC(F)F)cc1
?	·	COc1cc(/C=N/Nc2snc(SC)c2C#N)cc(OC)c1OC
?	·	CCCCCn1c(SCC(=O)OCC)nc2cc(C(=O)NCc3ccco3)ccc2c1=O
?	·	CC(C)NC(=O)CSc1nc(N)c(NC(=O)c2ccco2)c(=O)[nH]1
?	·	Cc1cccc(N2CCN(C3=NC(=O)C(=C4CCCCC4)S3)CC2)c1
i	-10	Cc1cc(=O)oc2cc(OCC(=O)NCCN3CCOCC3)c(Cl)cc12
?	·	Cc1ccc2nc(Cl)c(/C=N/Nc3nc(C)cc(C)n3)c(=O)n2c1
4%	-3	Cc1ccc(CN(CCO)CCO)cc1
?	·	Oc1ccccc1Oc1c(F)c(F)nc(N2CCCC2)c1F
11%	5	C/C(Cn1cnc([N+](=O)[O-])n1)=N\NC(=O)c1ccccc1O
?	·	Cc1cc(C)nc(/N=C(\N)Nc2ccc(S(=O)(=O)O)cc2)n1
-1%	10	COc1ccc2c(OC)cc(=O)n(C)c2c1
16%	20	Cc1ccc([N+](=O)[O-])c(NC(=O)COC(=O)C2CC3CCCC(C2)C3=O)c1C (stereo not drawn)
-7%	15	COc1ccc2c(c1OC)C(=O)OC2Nc1nc2ccccc2s1 (stereo not drawn)
?	·	CC1CC(C)(C)n2c(O)c(N=NC(N)=S)c3cccc1c32 (stereo not drawn)
?	·	CN(c1ccc(C(=O)N2CCN(Cc3ccc4c(c3)OCO4)CC2)cc1)S(C)(=O)=O
?	·	O=C(O)c1cccc(NS(=O)(=O)c2cccc3cccnc23)c1
?	·	CCOC(=O)c1sc(NC(=O)CSc2nc3cccnc3n2C)nc1C
?	·	O=C(c1cnn2c1NC(c1ccc(Br)cc1)CC2C(F)(F)F)N1CCN(C23CC4CC(CC(C4)C2)C3)CC1 (stereo not drawn)
?	·	Cc1ccc(C(=O)N2CCN(S(=O)(=O)N3CCCCCC3)CC2)cc1
i	14	COc1ccc(C(=O)N/N=C(\C)CC(=O)Nc2ccc3c(c2)OCCO3)c(OC)c1
?	·	O=C(/C=C/c1cccc([N+](=O)[O-])c1)N1CCN(c2ccccn2)CC1
?	·	Cc1ccc2ncccc2c1NS(=O)(=O)c1ccccc1
i	9	O=C(c1ccccn1)N1CCCC(N2CCN(c3ccc(F)cc3)CC2)C1 (stereo not drawn)
28%	29	Nc1c(N(CCC2=CCCCC2)C(=O)c2ccco2)c(=O)[nH]c(=O)n1Cc1ccccc1
?	·	COc1ccc(-c2cc(C3CCN(c4ncccc4[N+](=O)[O-])CC3)[nH]n2)cc1
i[0.369 µM]	-10	O=C(CCCN1C(=O)/C(=C/c2ccccc2Cl)SC1=S)N1CCOCC1
?	·	Cc1ccccc1/C=N/Nc1nc2ccccc2[nH]1
?	·	COc1cc(S(=O)(=O)NCc2cccnc2)c(OC)cc1Br
9%	27	CC(OC(=O)/C=C/c1ccccc1Cl)C(=O)NC1CCCCC1C (stereo not drawn)
i	·	CCc1nc(SCC(=O)O)c(C#N)cc1C
?	·	Cc1cccc(NC(=O)CSc2nc(=O)n3ccccc3n2)c1C
?	·	O=[N+]([O-])c1ccc(N2CCN(c3ccccc3O)CC2)cc1
-1%	0	CCn1cnc2scc(-c3ccccc3)c2c1=O
3%	4	Cc1noc(C)c1S(=O)(=O)N(C)Cc1ccccc1
0%	21	CCNCCC(=O)N1c2ccccc2Sc2ccc(NC(=O)OCC)cc21
?	·	Cn1nc(C(=O)OCC(=O)Nc2ccc3ccccc3c2)c2ccccc2c1=O
-7%	12	CCc1ccc(OCCCC(=O)Nc2ccc(S(N)(=O)=O)cc2)cc1

The results go on.
S3 lipid droplet	S3 lipid droplet cell count max	SMILES
?	·	Cc1ccc(S(=O)(=O)N2CCN(C(=O)c3ccccc3-c3nc4ccccc4s3)CC2)c(C)c1
?	·	O=C(COC(=O)Cc1ccccc1F)NNC(=O)c1ccc(Cl)cc1
2%	-7	COc1ccc(/C(O)=C2/C(=O)C(=O)N(CC3CCCO3)C2c2cccc(O)c2)cc1 (stereo not drawn)
?	·	Cc1cccc2sc(NC(=O)C3c4ccccc4Oc4ccccc43)nc12
1%[9.22 µM]	·	COc1ccc(C2CC(c3c(Cl)cccc3Cl)n3nc(N)nc3N2)cc1 (stereo not drawn)
?	·	N#Cc1c(NC(=O)CSc2ncc(-c3ccccc3)n2CC2CCCO2)sc2c1CCCC2 (stereo not drawn)
-3%	22	NNC(=S)NCc1ccco1
?	·	Cc1cc(S(=O)(=O)Nc2c(NC3CCCCC3)c3ccccc3oc2=O)ccc1F
-10%	9	Cc1ccc(NC(=O)CCC(=O)N/N=C/c2ccco2)c(C)c1
?	·	Cc1cc(Oc2ccc(Cl)cc2)nc(SCC(=O)c2ccccc2)n1
3%	18	CC(=O)Nc1ccc(NC(=O)COc2c(C)cc(Br)cc2C)cc1
?	·	O=C(COC(=O)C1CC1)NCCc1ccc(Cl)cc1
?	·	CCCN(Cc1ccc(N(C)C)cc1)CC1CC1
?	·	Cc1cc(C)n2nc(C(=O)OCC(=O)N(Cc3ccccc3)C(C)C)nc2n1
?	·	CCOC(=O)C1CCN(C(=O)C2(NC(=O)Nc3ccccc3Cl)CCCCC2)CC1
?	·	CCn1c(SCC(N)=O)nc2c(c1=O)C1(CCCC1)Cc1ccccc1-2
5%	-16	CCOC(=O)N1CCC(NC(=O)c2ccc(CNS(=O)(=O)c3ccc(F)cc3)cc2)CC1
5%	-21	CN(C)S(=O)(=O)Oc1cc(Cl)ccc1C(=O)Nc1ccc(F)cc1F
i	·	CCCCOC(=O)CNc1n[nH]c(=S)[nH]c1=O
?	·	O=C(CCCC(=O)N(CC(=O)NC1CCCCC1)c1cccc(F)c1)Nc1ccccn1
?	·	c1ccc(OCCSc2nnc3sc4ccccc4n23)cc1
23%	3	CC(=O)c1ccc(NC(=S)N2CC(C)CC(C)C2)cc1 (stereo not drawn)
?	·	Cc1cc(SCC(=O)Nc2cccnc2Cl)nc2ccccc12
i	-4	COc1ccc(Cl)cc1NC(=O)CN(C)CC(=O)Nc1c(C)n(C)n(-c2ccccc2)c1=O
-7%	14	O=C1CSC(=NC(=O)c2ccccc2)N1
24%	·	CC(=O)c1cccc(N(CC(=O)O)S(C)(=O)=O)c1
?	·	O=C(CSCc1ccc([N+](=O)[O-])cc1)NCCSCc1ccccc1
?	·	FC(F)(F)c1cnc(-c2cnc(-c3ccccn3)nc2)c(Cl)c1
?	·	CN(C)c1ccc(/C=N/OC(=O)Nc2ccccc2Cl)cc1
?	·	Cc1cc(Nc2cc(C)on2)n2ncnc2n1
9%	1	COc1cc(OC)c2ccc(=O)oc2c1C(CCN1CCCC(C)C1)c1ccc2c(c1)OCO2 (stereo not drawn)
-15%	26	Cn1c(-c2ccc(F)cc2)cnc1NCc1ccc(F)cc1F
19%	-3	CN(C)C(=S)Nc1ccc(Cl)cc1
